Bioassay records from PubChem.
15-hLO-2 inh – inhibitors of human 15-lipoxygenase 2 (ALOX15B); O15296; purified 15hLO-2, xylenol orange hydroperoxide absorbance; Potency, µM (top dose mostly 57.1 µM), inactives show at the top dose activity change, negative = inhibition, hits mostly inhibitors; 110,000 compounds, 0.56% hits; AID 881; also: potency is read from the fitted curve at half-maximal effect; nearly all actives have a fitted effect of over 60% in size; many of its hits are not listed in these tables
Target sequence (O15296 whole entry, looked up): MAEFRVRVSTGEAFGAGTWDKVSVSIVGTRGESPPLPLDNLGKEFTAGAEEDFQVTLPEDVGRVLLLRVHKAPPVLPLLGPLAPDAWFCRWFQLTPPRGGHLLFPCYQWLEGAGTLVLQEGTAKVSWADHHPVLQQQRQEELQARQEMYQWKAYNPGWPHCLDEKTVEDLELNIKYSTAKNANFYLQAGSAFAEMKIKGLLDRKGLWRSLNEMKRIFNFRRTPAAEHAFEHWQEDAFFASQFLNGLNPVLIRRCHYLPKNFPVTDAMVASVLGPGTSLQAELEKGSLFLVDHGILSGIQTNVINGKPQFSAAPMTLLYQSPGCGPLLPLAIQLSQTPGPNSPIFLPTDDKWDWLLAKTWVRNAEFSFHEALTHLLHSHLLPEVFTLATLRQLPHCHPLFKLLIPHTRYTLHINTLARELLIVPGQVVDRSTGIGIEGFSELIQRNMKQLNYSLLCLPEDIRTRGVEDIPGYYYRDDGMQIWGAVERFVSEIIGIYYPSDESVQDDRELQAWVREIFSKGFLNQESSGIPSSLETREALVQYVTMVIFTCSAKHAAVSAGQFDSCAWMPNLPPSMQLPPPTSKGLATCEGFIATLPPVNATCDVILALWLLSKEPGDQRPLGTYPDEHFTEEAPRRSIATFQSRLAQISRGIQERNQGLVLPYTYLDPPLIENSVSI
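Purified human 15hLO-2 (50 nM final) preincubated with compounds 15 min at room temperature in 25 mM Hepes pH 7.5, 0.01% Triton X-100, then 45 uM arachidonic acid added for 90 min; hydroperoxide detected via ferrous/xylenol orange, 573/405 nm absorbance ratio.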
IMPase cell inh – membrane-permeable compound that blocks inositol monophosphatase. P97697. CHO-M1 cells, IP1 accumulation, HTRF TR-FRET ratio. inhibition (IP1 accumulation), % at 46.1 µM. 120,000 tested, under 10 active; active = well fitted curve in the direction sought with a large enough effect in the signal ratio, not every such curve was filed as active; inconclusive = small, poorly fitted or top-dose-only effect, or a change in a side signal; inactive = no such curve, though single readings can be large or run the other way; the % refers to the signal ratio;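 also: cells stimulated with carbachol in lithium chloride buffer; plate controls were DMSO basal wells for no effect and reference inhibitor wells for full effect; higher means more IMPase inhibition seen as more IP1 and lower FRET ratio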
Target sequence (P97697 whole entry, looked up): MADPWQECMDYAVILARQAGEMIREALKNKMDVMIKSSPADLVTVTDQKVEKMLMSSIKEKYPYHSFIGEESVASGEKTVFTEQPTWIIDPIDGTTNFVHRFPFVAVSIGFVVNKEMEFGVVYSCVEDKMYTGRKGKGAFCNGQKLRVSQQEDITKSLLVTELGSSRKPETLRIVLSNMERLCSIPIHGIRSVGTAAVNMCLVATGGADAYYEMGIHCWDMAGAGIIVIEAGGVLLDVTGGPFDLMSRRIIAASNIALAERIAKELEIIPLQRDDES
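Seeded CHO-M1 cells were dosed with compound at up to 46 uM, stimulated with carbachol for 30 min, then lysed in IP-One detection reagents. Higher IP1 lowers the TR-FRET signal.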
ALOX12 inhib – inhibitors of human 12-lipoxygenase (ALOX12); AID 1452; P18054; Potency, µM (doses to about 57.1 µM), for the others: at the highest dose activity change, negative = inhibition, most hits filed as inhibitors; 150,000 compounds, 0.12% hits; purified 12-hLO, xylenol orange hydroperoxide absorbance; also: potency is read from the fitted curve at half-maximal effect; nearly all actives have a fitted effect of over 55% in size; many of its hits are not listed in these tables
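Lipoxygenase turnover measured by absorbance at 573 and 405 nm after Fe-XO development. Human 12hLO 150 nM, arachidonate 40 uM, pH 7.0 Hepes buffer with detergent; 15 min compound preincubation, 30 min reaction.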
PNC assembly inh – inhibitors of perinucleolar compartment assembly. PC3M PTB-GFP, PNC prevalence imaging, 16 h; stronger effect = lower value. activity change (PNC), negative = inhibition, % at 10 µM. 140,000 compounds, 3.1% hits. AID 2417;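 active = readout at or below -70, meaning at least 70% loss of cells showing the perinucleolar compartment, a nuclear body marking cancer cells; inconclusive = readout between -30 and a set limit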;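 also: plate controls were DMSO wells for no effect and camptothecin positive control wells for full effect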
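Compounds are pinned in duplicate onto adhered PC3M cells stably expressing GFP-tagged PTB and incubated 16 h at 37 C. Cells are then fixed, nuclei stained with Hoechst, and PNC-positive cells counted.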
The depositor's hits bear a star; ? = inconclusive; nt = no result given; [ ] = another dose, or the depositor's remark. Unless noted, calls follow the shape of the dose curve; as a rule, active = well fitted curve in the direction sought with a large enough effect; inconclusive = small, poorly fitted or top-dose-only effect, or another doubt; inactive = no such curve, though single readings can be large; an effect the other way counts as inactive or inconclusive. Unless noted, % is scaled to controls: 0 for no effect and ±100 for the full control effect.

structure | 15-hLO-2 inh | IMPase cell inh | ALOX12 inhib | PNC assembly inh
COc1ccccc1OCC(O)Cn1c(Br)nc2c1c(=O)[nH]c(=O)n2C (stereo not given) | -2% | 1 | 0% | -21
CCCCC(=O)Nc1c(C)cc(C)cc1Cl | -3% | -4 | 4% | ?
c1ccc2c(c1)CNc1ccccc1C2 | 1% | -5 | -5% | ?
CCn1c(SCC(=O)N2CCCC2)nnc1-c1ccc(N)cc1 | nt | 6 | -10% | 288
CCOC(=O)c1c(C)sc2c1N(C(=O)CN(CC)CC)c1cc(Cl)ccc1S2 | 31%[activator] | 4 | -3% | ?
CC(=O)/C(C(=N)N1CCN(Cc2ccccc2)CC1)=C(\C)O | 3% | -12 | -2% | -7
CCN(CCCNC(=O)CN1C(=O)COc2ccccc21)c1cccc(C)c1 | -22% | 5 | 5% | 57
CC1CCN(C(=O)Cn2cc3c(n2)CCCC3)CC1 | 0% | 5 | 3% | -19
CC(C)O/C(=N\S(=O)(=O)c1ccc(Cl)cc1)c1ccccc1 | 4% | 3 | 4% | ?
COc1cc(C2c3c(n[nH]c3C)C(=O)N2c2ccc(Br)cc2)ccc1O (stereo not given) | -11% | 1 | -7% | 32
CN1C(=O)c2ccc(NC(=S)NC(=O)C(C)(C)C)cc2C1=O | nt | -3 | -11% | 42
Cc1ccc(Nc2nnc(SCC(=O)c3cc4ccccc4o3)s2)cc1C | nt | nt | -5% | ?
Cc1ccc(CN(Cc2ccco2)S(=O)(=O)c2ccc(S(=O)(=O)NCC3CCCO3)cc2)cc1 (stereo not given) | nt | 4 | -1% | 32
CCC(=O)Nc1ccc(Nc2nc(C)c([N+](=O)[O-])c(Nc3ccc(NC(=O)CC)cc3)n2)cc1 | nt | -14 | -6% | 55
Cc1cc(C)cc(OCC(=O)NNC(=O)CCN2C(=O)c3ccccc3C2=O)c1 | nt | nt | -4% | 31
C=CCNC(=O)NC(=O)COC(=O)COc1ccc(Br)cc1F | -2% | -3 | -3% | 9
O=S(=O)(c1ccccc1Cl)N1CCC(O)(c2ccc3c(c2)OCO3)CC1 | -10% | -6 | -13% | 29
Cc1nnc(SCCN2CCOCC2)n1C | nt | nt | -4% | -11
COC(=O)c1ccc(NC(=S)Nc2ccccn2)cc1 | nt | -2 | -12% | ?
COc1ccc2cnn(CCOc3ccccc3)c(=O)c2c1OC | -6% | -8 | -7% | -20
COc1ccc(CC(=O)Nc2ccc(-c3noc(-c4cc(OC)c(OC)c(OC)c4)n3)cc2)cc1 | nt | -9 | -5% | -100*
COCCn1nnnc1C(C(C)C)N1CCN(C(=O)c2ccco2)CC1 (stereo not given) | -2% | 8 | 2% | 29
O=C(NNC(=O)C1CC1)c1ccc(-c2ccccc2)cc1 | -2% | 0 | 2% | -15
Cc1ccnc2nc(C(=O)OCCOc3ccccc3)nn12 | 9% | -1 | -4% | ?
O=C(COC(=O)/C=C/c1cccc(Cl)c1)NCCC1=CCCCC1 | nt | 3 | 2% | ?
Cn1c(=O)n(CCC(=O)O)c2ccccc21 | ? | 2 | -1% | 78
O=C(Nc1cc(Cl)cc(Cl)c1)c1cccc(OC(F)F)c1 | 7% | 7 | -4% | ?
O=C(CN(Cc1ccccc1Cl)C(=O)c1ccc(CN2CCOCC2)o1)NCc1ccccc1 | 0% | 4 | -8% | ?
Cc1cccc(C(=O)N2c3ccccc3C(=O)OC2c2ccc3c(c2)OCO3)c1 (stereo not given) | 0% | 7 | 0% | 20
Cc1ccc2nc(NCc3ccccc3)[nH]c2c1 | 35%[activator] | 1 | -10% | -103*
N#CC1=C(N)NC(SCC(=O)Nc2ccccc2)=C(C#N)C12CCCC2 | -10% | 1 | -14% | -7
CCc1ccccc1NC(=O)COc1ccc2c(=O)c(Oc3cc(C)ccc3C)coc2c1 | nt | -9 | -2% | -20
Cc1nc(CC(=O)c2ccc(O)cc2O)cs1 | -2% | -1 | -12% | ?
O=S(=O)(Nc1ccc(-c2nc3cccnc3s2)cc1)c1ccc(Cl)s1 | -15% | -23 | ? | -18
NC(=O)C1(N2CCCCC2)CCN(C(=O)CCCn2c(=O)[nH]c3ccsc3c2=O)CC1 | -3% | 0 | 2% | 0
COc1ccc2c(C(=O)CN(C)C3CCCCC3)c[nH]c2c1 | nt | -4 | -4% | -100*
CCCCC(CC)COC(=O)C(C#N)=C(c1ccccc1)c1ccccc1 (stereo not given) | 4%[0.0915 µM] | nt | -2%[0.00818 µM] | nt
CCOC(=O)c1cnc2cc(C)nn2c1C | 1% | -3 | 1% | -18
CCCC(=O)c1ccc(N2CCCC2)c(F)c1 | nt | -1 | -4% | 19
O=C(c1ccc(-n2c(SCc3cc(F)ccc3F)nc3ccccc3c2=O)cc1)N1CCOCC1 | nt | nt | 0% | 22
CCOc1ccccc1C1CC(=O)Nc2cc3c(cc21)OCO3 (stereo not given) | -10% | 1 | -6% | ?
O=C1NC(=O)C(CC(=O)N(Cc2ccco2)C2(C(=O)NC3CCCCC3)CCCCC2)N1 (stereo not given) | -3% | 10 | -2% | ?
Cc1nn(CCC#N)c(NC(=O)c2ccc(Cl)cc2)c1P(=O)(Nc1ccc([N+](=O)[O-])cc1)N1CCOCC1 (stereo not given) | -3% | -2 | 7% | 7
CN(C)C(=O)c1ccc2c(c1)C1C3CCC(C3)C1C(c1ccccc1)N2 (stereo not given) | nt | nt | -1% | 45
O=C(CN(c1cccc(C(F)(F)F)c1)S(=O)(=O)c1ccc(Cl)c([N+](=O)[O-])c1)NCc1ccc(F)cc1 | nt | nt | -3% | 39
Cc1cc2ncn(C(=O)c3c(-c4ccccc4Cl)noc3C)c2cc1C | 10% | 10 | -8% | ?
COc1cccc(C(C(=O)NC(C)(C)C)N(C(=O)CCC(=O)Nc2cc(C)on2)C(C)(C)C)c1OC (stereo not given) | nt | 10 | 4% | -12
CCCCCC(O)(CCCCC)C(=O)NNc1ccccc1 | ? | 11 | -22% | -18
O=C(NC1CCCCC1)C(c1ccccc1F)N(Cc1ccco1)C(=O)Cn1nnc2ccccc21 (stereo not given) | -18% | 11 | -10% | 2
CSc1ccc(S(=O)(=O)N2CCCC2)cc1 | nt | ? | 5% | 5
CCOC(=O)C(C)Sc1nc2c(c(-c3cccs3)c1C#N)CCC2 (stereo not given) | nt | nt | -2% | ?
Cc1nn(-c2ccccc2)cc1C(=S)Nc1ccccc1 | nt | nt | -5% | -22
COc1ccc(OC)c(N/C(C)=C/C(=O)c2ccccc2)c1 | nt | nt | -1% | -2
C=CCN(CC=C)C(=S)NC(=O)/C=C/c1ccccc1 | nt | nt | 1% | -18
CCC(C)NC(=O)C(=O)NC1CCCC1 (stereo not given) | nt | nt | -6% | ?
Cc1cc(Cl)ccc1OCCCC(=O)NCc1ccncc1 | nt | nt | -4% | ?

Continued.
structure | 15-hLO-2 inh | IMPase cell inh | ALOX12 inhib | PNC assembly inh
CCOC(=O)C1CCN(C(=S)Nc2cccc(C)c2C)CC1 | nt | nt | -3% | -19
COc1cccc(Nc2nc3ccccc3nc2-n2nc(C)cc2C)c1 | 5% | -7 | -4% | 41
Cc1cc2ncn(-c3nnnn3-c3ccccc3)c2cc1C | -1% | 1 | 1% | -5
CCOC(=O)C1=C(CSc2nc3c(cc2C#N)CN(C)CC3)OC(N)=C(C#N)C1c1ccccc1 (stereo not given) | 12% | 2 | -16% | ?
Cc1sc2nc(SCC(=O)N3CCOCC3)[nH]c(=O)c2c1C | -6% | 1 | -7% | 16
C=CCn1c(SCC(=O)Nc2cccc(OC)c2)nnc1-c1cccnc1 | 2% | 4 | 5% | ?
CCCSc1nc2c(=O)[nH][nH]c(=O)c2n1Cc1ccccc1 | nt | 5 | 20% | -9
Cc1cc(=O)oc2cc(OCC(=O)OCc3nnc(-c4ccccc4)o3)ccc12 | -4% | -5 | 10% | -86*
COC(=O)[C@@]1(Cc2ccc(OC)cc2)[C@H]2c3cc(C(=O)N4CCCC4)n(Cc4ccc(C(F)(F)F)nc4)c3C[C@H]2CN1C(=O)c1ccccc1 | 8% | nt | -16% | nt
Cn1nc(C(=O)Nc2c(-c3ccccc3)nc3sccn23)c2ccccc2c1=O | -22% | -3 | -1% | ?
Cn1nnc(NC(=O)c2cccc(OCc3ccccc3)c2)n1 | 3% | 0 | -14% | -6
O=C(CSc1ncn[nH]1)c1ccccc1 | -7% | -6 | -17% | 26
O=C1C2CC=CCC2C(=O)N1c1nc2n(n1)C(c1ccccc1)CC(c1ccccc1)N2 (stereo not given) | 7% | 6 | -6% | 6
CCOC(=O)c1nn(-c2ccc(OCC)cc2)c(C)c1C(C)=O | nt | nt | 3% | ?
COc1ccccc1N1CCN(C(=O)C2CCN(S(=O)(=O)c3ccc(Cl)cc3)CC2)CC1 | -2% | 7 | -11% | -3
CNC(=O)c1cc2cc(OC)ccc2oc1=O | -5% | -12 | 5% | 49
CCCC/C(O)=C1\C(=O)CC(C)(C)CC1=Nc1ccc(OC)cc1 | -5% | ? | -4% | 32
CC(=O)Nc1ccc(OC(=O)CC2SC(=O)NC2=O)cc1 (stereo not given) | -1% | 0 | 0% | 22
Cc1ccc(NC(=O)COc2ccc(/C(N)=N/O)cc2)cc1C | nt | nt | -4% | -5
O=C(O)C(Cc1ccccc1)Cc1ccccc1 | 1%[11.4 µM] | nt | 0%[11.4 µM] | nt
Cn1ncc(Br)c1C(=O)Nc1c(F)c(F)cc(F)c1F | nt | 7 | -3% | ?
COCCn1c(=O)c(-c2cn(C)c3ccccc23)nc2cnc(Oc3ccccc3)nc21 | -2% | nt | -3% | nt
Cn1c(CCC(=O)OCC(=O)Nc2ccc(Oc3ccccc3)cc2)nc(=O)c2ccccc21 | nt | nt | 2% | -24
Cc1ccc(NC(=O)C2CCN(S(=O)(=O)c3cnc[nH]3)CC2)cc1C | nt | nt | 2% | 3
CCOc1cc(OCC)c(C(C)=O)cc1OCC | 6% | nt | 3% | nt
COc1ccccc1N1CCN(CCCCN2C(=O)CCC2=O)CC1 | 17% | -6 | 1% | nt
COC(=O)c1ccccc1NC(=O)CSc1nc(NC(=O)c2ccccc2)c2c(C)c(C)oc2n1 | -4% | 2 | -4% | 7
CCn1c2ccccc2c2cc(NC(=O)COc3ccccc3OC)ccc21 | nt | nt | -1% | ?
CCc1ccc2c(c1)C(=O)c1ccccc1C2=O | nt | nt | -6% | ?
COc1ccc2c(c1OC)C(=O)OC2Nc1nc(-c2cc3ccccc3oc2=O)cs1 (stereo not given) | nt | 3 | -3% | -7
O=C(Nc1nccs1)NC(C(F)(F)F)C(F)(F)F | 3% | -3 | -3% | 34
COc1cccc(/C=N/NC(=O)Cn2ccnc2C)c1 | nt | nt | 0% | -23
COC(=O)c1cccc(NS(=O)(=O)c2ccc(OC)cc2)c1C | nt | 4 | -2% | ?
CCC(c1nnnn1Cc1ccccc1)N(Cc1cc2cc(OC)ccc2[nH]c1=O)CC1CCCO1 (stereo not given) | -13% | 0 | -4% | 36
O=C(O)c1ccccc1C(=O)Nc1nccs1 | -4% | 3 | 1% | 29
O=C(NNS(=O)(=O)c1ccc(F)cc1F)C1Cc2c(ccc3ccccc23)O1 (stereo not given) | -9% | 1 | -3% | -24
CCOC(=O)C(CC)Sc1nnc(COc2ccc(C)cc2)n1-c1ccccc1 (stereo not given) | nt | 8 | -7% | ?
C=CCNC(=O)COC(=O)c1cc(S(=O)(=O)N2CCOCC2)ccc1N1CCCCC1 | -2% | 1 | 0% | 8
CCOc1ccccc1C(=O)Nc1cnn(Cc2ccc(F)cc2)c1 | nt | nt | 0% | 19
COc1ccc(-c2csc(/C(C#N)=C(\O)CSc3nccn3C)n2)cc1OC | -7% | -4 | -14% | 7
CCOCCCNCC(O)c1ccccc1 (stereo not given) | nt | -5 | -1% | 74
COc1nc(NC(C)(C)C)nc(Oc2ccc(=O)n(-c3ccccc3)n2)n1 | 0% | 4 | -1% | -6

Not all compounds are listed, so the mix of outcomes need not match the whole.
